Screening data: PubChem BioAssay, National Center for Advancing Translational Sciences (NCATS)
aSyn yeast inh: qHTS of alpha-syn Inhibitors; Yeast expressing alpha-synuclein, growth rescue, BacTiter-Glo, 24 h; Potency, µM (titrated, usually from 46.1 µM), inactives show at the highest dose growth rescue (activation), usual class: activators; hit rate 0.14% among 370,000; further: % of control where 0% means no effect; nearly all actives have a fitted effect of over 65% in size
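Rescue of yeast growth: cells expressing toxic alpha-synuclein, induced in galactose at OD600 0.02, incubated with compound 24 h at 30 C. ATP luminescence quantified growth; inhibitors of toxicity appear as activators.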
PTHR1 agonist: qHTS for PTHR1 Agonists: Primary Screen. Potency, µM (highest dose often 115 µM), inactives show top-dose activation, hits mostly activators. Parathyroid hormone/parathyroid hormone-related peptide receptor (Homo sapiens), Q03431. HEK293 GP2 PTHR1 cells, GloSensor cAMP luminescence, 1 h. hit rate 0.075% among 410,000. AID 743266, 2014; further: nearly all actives have a fitted effect of over 55% in size; some results filed as inactive show a strong effect at the top dose; inactives centre near -15; many of its hits are not listed in these tables
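HEK-293-derived GP2 cells expressing PTHR1 and a GloSensor cAMP reporter, 3,000/well, plated overnight, given luciferin plus IBMX (each 0.5 mM as added) for 1 h at 37 °C, then compound for 1 h at 37 °C. Luminescence was read after 15 min at room temperature.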
EPAC2 ag: qHTS for Agonist of cAMP-regulated guanine nucleotide exchange factor 4 (EPAC2): primary screen. EPAC2 activation, biochemical qHTS; response scale: 100% = 6.5 mM cAMP response. Potency, µM (top dose mostly 154 µM), for the others: top-dose activation, most hits filed as activators. hit rate 0.079% among 360,000. Rap guanine nucleotide exchange factor 4 (Homo sapiens), Q8WZA2; further: nearly all actives have a fitted effect of over 50% in size
Target sequence (Q8WZA2 whole entry, looked up): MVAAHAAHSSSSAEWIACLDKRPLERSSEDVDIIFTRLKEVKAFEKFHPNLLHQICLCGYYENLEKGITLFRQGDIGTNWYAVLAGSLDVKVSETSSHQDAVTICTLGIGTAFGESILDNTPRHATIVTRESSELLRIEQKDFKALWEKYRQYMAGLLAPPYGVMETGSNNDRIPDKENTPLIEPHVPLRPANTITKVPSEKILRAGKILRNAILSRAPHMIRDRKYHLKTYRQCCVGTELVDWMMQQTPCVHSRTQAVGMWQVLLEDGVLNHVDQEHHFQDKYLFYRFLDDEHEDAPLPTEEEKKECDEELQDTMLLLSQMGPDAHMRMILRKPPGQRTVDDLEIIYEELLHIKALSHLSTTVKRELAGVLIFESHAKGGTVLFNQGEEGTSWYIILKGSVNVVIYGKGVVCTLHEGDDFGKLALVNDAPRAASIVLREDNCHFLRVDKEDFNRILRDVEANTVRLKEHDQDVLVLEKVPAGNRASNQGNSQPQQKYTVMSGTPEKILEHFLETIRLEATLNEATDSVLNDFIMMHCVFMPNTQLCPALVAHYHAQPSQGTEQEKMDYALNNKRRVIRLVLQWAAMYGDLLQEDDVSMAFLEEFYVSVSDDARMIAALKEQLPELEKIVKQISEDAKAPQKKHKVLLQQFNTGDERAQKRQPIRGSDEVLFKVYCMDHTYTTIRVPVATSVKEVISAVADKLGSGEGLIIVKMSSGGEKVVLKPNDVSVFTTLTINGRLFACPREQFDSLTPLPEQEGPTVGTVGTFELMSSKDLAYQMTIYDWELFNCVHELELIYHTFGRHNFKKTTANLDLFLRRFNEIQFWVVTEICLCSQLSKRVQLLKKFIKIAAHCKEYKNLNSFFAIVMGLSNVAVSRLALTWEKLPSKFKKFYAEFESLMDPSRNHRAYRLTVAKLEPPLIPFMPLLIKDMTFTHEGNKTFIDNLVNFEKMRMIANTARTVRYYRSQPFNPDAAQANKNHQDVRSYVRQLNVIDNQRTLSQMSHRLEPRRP
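Guanine nucleotide exchange by EPAC2 is measured as reduced fluorescence of BODIPY-GDP once it is released from 250 nM Rap1B. Plates are read kinetically for 30 min at room temperature; results are scaled to 6.5 mM cAMP.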
TDP43 rescue: qHTS of TDP-43 Inhibitors. TDP-43 expressing yeast growth rescue, BacTiter-Glo, 24 h. Potency, µM (top dose mostly 46.1 µM), for the others: top-dose growth rescue (activation), hits mostly activators. hit rate 1.8% among 410,000. AID 652104, 2013; further: % of control where 0% means no effect; nearly all actives have a fitted effect of over 50% in size
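Readout is BacTiter-Glo luminescence of cell growth, so inhibitors register as activators. TDP-43-expressing yeast at OD600=0.02 in galactose medium, after raffinose pregrowth to mid-log, were incubated with compound for 24 hr at 30 deg C.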
FUS yeast rescue: qHTS for Suppressors of FUS Proteinopathy: Primary screen using FUS-linked yeast assay. hit rate 0.24% among 390,000. Potency, µM (highest dose often 76.6 µM), for the others: at the highest dose growth rescue (activation), actives largely listed as activators. S. cerevisiae FUS-expressing, growth rescue, OD600, 24 h;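 further: plate controls were DMSO vehicle for no effect and reference control for full effect; nearly all actives have a fitted effect of over 55% in size; some results filed as inactive show a strong effect at the top dose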
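Compound concentration series was pinned onto galactose-induced FUS-expressing yeast seeded at OD 0.005. Plates sat 24hr at 30C; absorbance at 600 nm gave growth. DMSO served as background control.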
EPAC1 agonist: qHTS for Agonist of cAMP-regulated guanine nucleotide exchange factor 3 (EPAC1): primary screen | Rap guanine nucleotide exchange factor 3 (Homo sapiens), O95398 | EPAC1 agonist qHTS, biochemical assay; response scale: 100% = response to 6.5 mM cAMP | Potency, µM (doses to about 154 µM), for the others: at the top dose activation, hits mostly activators | hit rate 0.073% among 360,000 | AID 720707, 2013; further: nearly all actives have a fitted effect of over 60% in size
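Multi-concentration qHTS readout: loss of Rap1B-bound BODIPY-GDP fluorescence driven by 100 nM EPAC1 with excess GDP (50 uM), monitored kinetically at room temperature; agonist response expressed relative to 6.5 mM cAMP.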
EPAC2 antagonist: qHTS for Antagonist of cAMP-regulated guanine nucleotide exchange factor 2 (EPAC2): primary screen; Rap guanine nucleotide exchange factor 4 (Homo sapiens), Q8WZA2; EPAC2 GEF exchange of Rap1B-BODIPY-GDP, fluorescence; Potency, µM (highest dose often 114 µM), inactives show top-dose activity, negative = inhibition, usual class: inhibitors; hit rate 0.18% among 360,000; AID 720708, 2013; further: on the % scale 0 is the no-effect control and ±100 the full control effect; nearly all actives have a fitted effect of over 45% in size; many of its hits are not listed in these tables
EPAC1 antag: qHTS for Antagonist of cAMP-regulated guanine nucleotide exchange factor 3 (EPAC1): primary screen; Rap guanine nucleotide exchange factor 3 (Homo sapiens), O95398; EPAC1 GEF assay, Rap1b-BODIPY-GDP exchange fluorescence; Potency, µM (series often up to 115 µM), without a hit: at the highest dose activity change, negative = inhibition, hits mostly inhibitors; hit rate 0.14% among 360,000; AID 720709, 2013;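 further: plate controls were vehicle for no effect and positive control for full effect; nearly all actives have a fitted effect of over 50% in size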
* hit, by the source's call; i = inactive; ? = inconclusive; . = no result given; & = joins results of further samples; [ ] = dose if it differs, or a comment. The call rests on the fitted dose curve; in most records, active means well fitted curve in the direction sought with a large enough effect; inconclusive means small, poorly fitted or top-dose-only effect, or another doubt; inactive means no such curve, though single readings can be large; an effect the other way counts as inactive or inconclusive. Potency means the concentration at half of the fitted maximal effect. Some of the compounds tested, so the mix of outcomes need not match the whole.

[1] COc1cccc(NC(=O)c2nn(C)cc2Br)c1
[2] O=C(CN1CCN(C(=O)C2CCN(C(=O)/C=C/c3ccccc3)CC2)CC1)Nc1ccccc1Cl
[3] CCN(CC(=O)N1CCOCC1)S(=O)(=O)c1ccc(C)cc1
[4] O=C(Nc1ccc(Nc2ccccc2)cc1)c1ccc(Cl)cc1
[5] O=C(NC1CCCC1)c1ccc2nc[nH]c2c1

assay / compound,1,2,3,4,5
PTHR1 agonist,-14%,-57%[inhibitor],i,-40%[inhibitor],-1%[57.5 µM]
EPAC2 antagonist,7%,-5%,2%,-3%,11%
TDP43 rescue,30%,-8%,-10%,5%,2%
aSyn yeast inh,5%,0%,0%,11%,-13%
EPAC2 ag,-4%,3%,8%,14%,17%
EPAC1 agonist,-10%,0%,6%,2%,-9%
EPAC1 antag,2%,-17%,-17%,-6%,7%
FUS yeast rescue,.,9%,-17%,-2%,-2%

[6] Cc1ccsc1/C=C(\C#N)C(=O)NCc1ccco1
[7] O=C(NCc1ccccc1)NC(=O)c1ccccc1
[8] COc1ccc(OCc2nc3ccccc3n2C(C)C)cc1
[9] O=C(c1ccc(CS(=O)Cc2ccc(Cl)cc2)o1)N1CCN(c2cccc(Cl)c2)CC1 (configuration not stated)
[10] COCC1CCCN(C(=O)c2ccc3oc(Cc4ccc(Cl)cc4)nc3c2)C1 (configuration not stated)

assay / compound,6,7,8,9,10
PTHR1 agonist,i,i,-57%[inhibitor],-31%[inhibitor],-26%
EPAC2 antagonist,12%,-4%,?,-1%,0%
TDP43 rescue,26%,22%,-10%[9.22 µM],17%,?
aSyn yeast inh,-5%,3%,?,?,-7%
EPAC2 ag,3%,-5%,-10%,7%,6%
EPAC1 agonist,-6%,2%,-5%,9%,-2%
EPAC1 antag,3%,-8%,-10%,-1%,9%
FUS yeast rescue,.,-31%,5%,35%,24%

[11] Cc1cccc(-c2cnc(C(O)c3ccc(F)c(C)c3)[nH]2)c1 (configuration not stated)
[12] COc1cc(OC)c2c(c1)OC(c1ccc(OC)c(OC)c1)C(O)C2=O (configuration not stated)
[13] Nc1ncnc(Nc2ccc(F)cc2)n1
[14] CCOC(=O)c1c(C)n(C)c2ccc(OC)c(NC(=O)CN3CCN(C4CCCCC4)CC3)c12
[15] CCOc1ccc(/C=N/NC(=O)c2ccccc2O)cc1CN1CC2CC(C1)c1cccc(=O)n1C2 (configuration not stated)

assay / compound,11,12,13,14,15
PTHR1 agonist,26%,-16%,i,i,-24%
EPAC2 antagonist,-17%,9%,18%,-2%,-22%
TDP43 rescue,13%,2%,-7%,-12%,0%
aSyn yeast inh,7%,3%,0%,-8%,1%
EPAC2 ag,20%,11%,0%,2%,1%
EPAC1 agonist,-9%,2%,2%,-3%,-9%
EPAC1 antag,-23%,-6%,-4%,-6%,-18%
FUS yeast rescue,-13%,4%,.,12%,-27%

6 records picked at random from the list so far, as already listed:
[2] O=C(CN1CCN(C(=O)C2CCN(C(=O)/C=C/c3ccccc3)CC2)CC1)Nc1ccccc1Cl
[12] COc1cc(OC)c2c(c1)OC(c1ccc(OC)c(OC)c1)C(O)C2=O (configuration not stated)
[4] O=C(Nc1ccc(Nc2ccccc2)cc1)c1ccc(Cl)cc1
[7] O=C(NCc1ccccc1)NC(=O)c1ccccc1
[10] COCC1CCCN(C(=O)c2ccc3oc(Cc4ccc(Cl)cc4)nc3c2)C1 (configuration not stated)
[13] Nc1ncnc(Nc2ccc(F)cc2)n1

assay / compound,2,12,4,7,10,13
PTHR1 agonist,-57%[inhibitor],-16%,-40%[inhibitor],i,-26%,i
EPAC2 antagonist,-5%,9%,-3%,-4%,0%,18%
TDP43 rescue,-8%,2%,5%,22%,?,-7%
aSyn yeast inh,0%,3%,11%,3%,-7%,0%
EPAC2 ag,3%,11%,14%,-5%,6%,0%
EPAC1 agonist,0%,2%,2%,2%,-2%,2%
EPAC1 antag,-17%,-6%,-6%,-8%,9%,-4%
FUS yeast rescue,9%,4%,-2%,-31%,24%,.

(further entries)
[16] CC(=O)Nc1cnc2ccccc2n1
[17] Cc1cc(C)c2sc(NNC(=O)C3COc4ccccc4O3)nc2c1 (configuration not stated)
[18] COC(=O)CCCC1=CC2=C(c3ccccc3)C(=O)C(C)(OC(=O)C3CCCC3)C(=O)C2=CN1Cc1ccc(OC)cc1 (configuration not stated)
[19] COc1ccc(C2=NOC(C(=O)N(C)Cc3ccccc3)C2)cc1 (configuration not stated)
[20] COc1ccccc1/C=C/C(=O)NC1CC2CCC1C2 (configuration not stated)

assay / compound,16,17,18,19,20
PTHR1 agonist,-10%[57.5 µM],-18%,8%,-25%,0%
EPAC2 antagonist,9%,-4%,-11%,5%,1%
TDP43 rescue,-7%,?,-7%,-10%[0.397 µM],0%
aSyn yeast inh,-3%,0%,-3%,5%,15%
EPAC2 ag,2%,-12%,15%,6%,-5%
EPAC1 agonist,8%,-18%,2%,-7%,-9%
EPAC1 antag,13%,-10%,-1%,-13%,-6%
FUS yeast rescue,-4%,-9%,?,-1%,-2%

[21] COc1ccccc1NC(=O)c1ccc(NC(=O)COC(=O)C2CCCCC2)cc1
[22] COc1ccc(NC(=O)c2cc(-c3ccco3)nc3ccccc23)cc1
[23] Cc1cc(C)c(S(=O)(=O)N(C)CC(=O)NCc2cccnc2)c(C)c1
[24] COc1cc(/C=C(\C#N)C(=O)NCC2CCCO2)ccc1O (configuration not stated)
[25] COc1ccccc1NS(=O)(=O)c1ccc(C)c(C(=O)NCC(c2cccs2)N2CCOCC2)c1 (configuration not stated)

assay / compound,21,22,23,24,25
PTHR1 agonist,-3%,i,-1%,-15%,15%
EPAC2 antagonist,1%,5%,7%,-1%,4%
TDP43 rescue,7%,3%,20%,0%&-1%,-10%
aSyn yeast inh,7%,-3%,1%,1%,1%
EPAC2 ag,9%,-1%,4%,-3%,12%
EPAC1 agonist,10%,1%,0%,8%,2%
EPAC1 antag,3%,-15%,4%,2%,-7%
FUS yeast rescue,29%,27%,-6%,-18%&17%,6%

[26] CC(=O)C1=C(C)Nc2ncnn2C1c1ccccc1 (configuration not stated)
[27] Cc1ccccc1NC(=S)NN1CCN(C)CC1
[28] NS(=O)(=O)c1ccc(NC(=O)NC2CC(=O)N(c3ccc4c(c3)OCCO4)C2)cc1 (configuration not stated)
[29] CCN(CC)c1ccc(NC(=O)Cn2ncc3c(C)n(Cc4ccccc4F)c(C)c3c2=O)c(C)c1
[30] Cc1cc2c(ccc3c2no[n+]3[O-])nn1

assay / compound,26,27,28,29,30
PTHR1 agonist,i,i,-2%,-68%[inhibitor],-15%[57.5 µM]
EPAC2 antagonist,2%,15%,3%,-1%,-6%
TDP43 rescue,-8%,-11%,13%,18%&5%,-6%
aSyn yeast inh,-6%,-6%,7%,-1%,-1%
EPAC2 ag,8%,10%,-1%,6%,4%
EPAC1 agonist,-5%,10%,-4%,3%,10%
EPAC1 antag,-2%,7%,-10%,3%,8%
FUS yeast rescue,17%,16%,21%,-24%&13%,11%

[31] COC(=O)CCc1nc2cc(Cl)ccc2n(Cc2ccccc2)c1=O
[32] CCNc1nc(SCC(=O)Nc2ccc(Cl)c(Cl)c2)nc(N2CCOCC2)n1
[33] O=P(O)(Cc1ccccc1)c1ccccc1
[34] N#CCCn1cc(C(=O)CN2C(=O)C(=O)N(C3CCCC3)C2=O)c2ccccc21
[35] O=C(OCC(O)C1OC(c2ccccc2)OC(COC(=O)c2ccccc2)C1O)c1ccccc1 (configuration not stated)

assay / compound,31,32,33,34,35
PTHR1 agonist,-23%,-16%,-5%,-9%,-20%
EPAC2 antagonist,-3%,-2%,-1%,0%,-7%
TDP43 rescue,9%,-3%,9%,-18%,-1%
aSyn yeast inh,12%,1%,-6%,-3%,-1%
EPAC2 ag,?,8%,4%,5%,-11%
EPAC1 agonist,-4%,8%,-6%,1%,-17%
EPAC1 antag,-24%,-18%,2%,-5%,-22%
FUS yeast rescue,-21%,16%,-12%,21%,-2%

[36] CCn1c(=O)c2cc(C(=O)N3CCN(C)CC3)sc2c2ccccc21
[37] Cc1nonc1OCCNCc1c(C(=O)N(C)C)nc2ccc(Cl)cn12
[38] COc1cccc(-c2cc(C(=O)N3C(C)CCCC3C)no2)c1 (configuration not stated)
[39] O=C(COc1ccc([N+](=O)[O-])cc1)N/N=C/c1ccccn1
[40] O=C1CCC(=O)N1OCCOc1ccc2c(c1)CCC2

assay / compound,36,37,38,39,40
PTHR1 agonist,-20%,0%,i,i,-4%
EPAC2 antagonist,0%,13%,2%,8%,9%
TDP43 rescue,15%,-1%,?,7%,22%
aSyn yeast inh,5%,0%,-34%[inhibitor],-1%,-10%
EPAC2 ag,5%,14%,20%,-3%,8%
EPAC1 agonist,6%,1%,5%,-1%,5%
EPAC1 antag,0%,2%,12%,4%,13%
FUS yeast rescue,-12%,6%,?,-14%,-1%

[41] CCCn1c(N)c(N(CCOC)C(=O)CSCC(=O)Nc2ccc(C)cc2)c(=O)[nH]c1=O
[42] Cc1ccc(N2C(=O)c3ccc(N)cc3C2=O)cc1C
[43] Cc1cccc(C)c1NC(=O)Cn1c(=O)n(Cc2ccco2)c(=O)c2ccc(C(=O)NC3CCCC3)cc21
[44] CCS(=O)(=O)N1CCC(C(=O)NCCC2=CCCCC2)CC1
[45] CCCc1cc(=O)[nH]c(SCC(=O)N2c3ccccc3NC(=O)C2(C)C)n1
[46] CC(C)CSc1nnc2c(n1)[nH]c1ccccc12

assay / compound,41,42,43,44,45,46
PTHR1 agonist,i,-1%[57.5 µM],i,-40%[inhibitor][57.5 µM],i,-22%[57.5 µM]
EPAC2 antagonist,1%,-3%,.,2%,8%,6%
TDP43 rescue,1%,11µM*,11%,-3%,16%,-16%
aSyn yeast inh,-1%,2%,0%,-1%,-8%,-12%
EPAC2 ag,4%,-2%,.,7%,5%,-3%
EPAC1 agonist,-4%,11%,.,0%,1%,-4%
EPAC1 antag,8%,-2%,.,-1%,-8%,17%
FUS yeast rescue,-7%,7%,-10%,-5%,14%,1%
